# Compound activity as filed in PubChem BioAssay.
# Growth percent in the NCI-60 one-dose screen (48 h, 10 µM unless noted): 100 = growth as untreated, 0 = no growth, -100 = all killed.
# OVCAR-4: OVCAR-4 ovarian cancer cells | actives 3.7% (n = 80,000)
# RXF 393: RXF 393 renal cancer cells. actives 6.9% (n = 77,000). AID 1794773
# ACHN: ACHN renal cancer. actives 4.9% (n = 81,000)
# IGROV1: IGROV1 ovarian cancer. actives 4.7% (n = 79,000). AID 1794786
# OVCAR-8: OVCAR-8 ovarian cancer | actives 4.4% (n = 81,000)
# OVCAR-3: OVCAR-3 ovarian cancer; AID 1794787; actives 7% (n = 79,000)
# A498: A498 renal cancer cells. actives 5.4% (n = 76,000). AID 1794774
# SK-OV-3: SK-OV-3 ovarian cancer cells. actives 3.2% (n = 80,000). AID 1794785
# OVCAR-5: OVCAR-5 ovarian cancer | AID 1794783 | actives 2.9% (n = 82,000)
# An asterisk follows results filed as active; . = not tested or not shown; & = joins results of further samples; ! = not active in a repeat. The calls were made as follows: active = growth percent below 10; inactive = the rest.
# Start of the data: the first six records as a preview:
molecule	OVCAR-4	RXF 393	ACHN	IGROV1	OVCAR-8	OVCAR-3	A498	SK-OV-3	OVCAR-5
CCOC(=O)C1=C(CSC(=S)NC2CCCCC2)N(C)C(=O)NC1c1ccc2c(c1)OCO2 (centres undefined)	88	91	105	100	101	100	86	100	101
CC(=O)c1nn(-c2ccc(Cl)cc2)/c(=N\N=C\c2coc3ccccc3c2=O)s1	110	104	95	95	105	101	91	113	88
CCCCCCNC(=O)Nc1ccc2cc3ccc(NC(=O)NCCCCCC)cc3nc2c1	57	-48*	97	11	-83*	-5.6*	.	13	9.7*
Cc1ccc(-c2nc(C#N)c(S(=O)(=O)N(C)C)o2)cc1	108	105	-59*	80	80	77	77	102	98
O=C1C(Cl)=C(NCc2ccc(Cl)cc2)C(=O)N1Cc1ccc(Cl)cc1	94	70	94	77	88	101	72	76	81
CC(=O)/C(=C/c1ccc(Cl)cc1)C(=O)c1ccccc1	80	100	99	92	89	91	.	101	111

# The list itself, repeating the preview:
molecule	OVCAR-4	RXF 393	ACHN	IGROV1	OVCAR-8	OVCAR-3	A498	SK-OV-3	OVCAR-5
CCOC(=O)C1=C(CSC(=S)NC2CCCCC2)N(C)C(=O)NC1c1ccc2c(c1)OCO2 (centres undefined)	88	91	105	100	101	100	86	100	101
CC(=O)c1nn(-c2ccc(Cl)cc2)/c(=N\N=C\c2coc3ccccc3c2=O)s1	110	104	95	95	105	101	91	113	88
CCCCCCNC(=O)Nc1ccc2cc3ccc(NC(=O)NCCCCCC)cc3nc2c1	57	-48*	97	11	-83*	-5.6*	.	13	9.7*
Cc1ccc(-c2nc(C#N)c(S(=O)(=O)N(C)C)o2)cc1	108	105	-59*	80	80	77	77	102	98
O=C1C(Cl)=C(NCc2ccc(Cl)cc2)C(=O)N1Cc1ccc(Cl)cc1	94	70	94	77	88	101	72	76	81
CC(=O)/C(=C/c1ccc(Cl)cc1)C(=O)c1ccccc1	80	100	99	92	89	91	.	101	111
C=C[C@@H]1C[C@H](O)Cc2cc(F)ccc2N1	101	106	104	131	102	102	94	104	96
CCOC(=O)C(CC)(CCc1ccccc1[N+](=O)[O-])C(=O)OCC	.	92	108	105	94	98	73	100	96
Cc1c(C(=O)NO)sc2ncnc(Nc3ccc(NC(=O)Nc4ccccc4)cc3)c12	94	110	102	104	106	105	.	123	105
O=P(Nc1ccccc1)(Nc1ccccc1)c1ccccc1	106	125	99	112	103	113	.	108	101
O=S(=O)(NCC[C@@H]1C[C@H]1c1ccc2ccccc2c1)c1ccc(C(F)(F)F)cc1	80	109	99	92	97	101	94	103	99
COc1ccc(-c2cc(C(=O)N=Nc3c(O)[nH]c4ccc(Cl)cc34)no2)cc1	109	127	104	102	103	105	99	104	110
COc1ccc(OCC(=O)O)cc1	108&111	121&104	103&106	113&119	103&101	104&116	75	98&109	102&103
CN(C)c1ccc(C(N)C(=O)O)cc1 (centres undefined)	103	108	103	.	94	113	102	89	95
O=[N+]([O-])c1cccc(C(O)P(=O)(OCCCl)OCCCl)c1 (centres undefined)	104	120	102	105	121	98	134	98	98
CCC(=O)c1ccc(O)cc1	103&118&112	109&115&131	107&100&106	89&142&112	110&101&109	106&114&112	137&79&123	98&107&102	108&102&103
C=C1CC2(OC1=O)C(=O)N(CCCCCCCCCCCCN1C(=O)C3(CC(=C)C(=O)O3)c3ccccc31)c1ccccc12 (centres undefined)	89	53	98	65	57	67	60	105	100
O=C(Nc1ccccc1O)c1ccc(CNc2ccnc(C(F)(F)F)c2)cc1	53	81	43	60	39	76	66	59	77
CCOC(=O)c1c2c(n3ccc(C)cc13)C(=O)c1ccccc1C2=O	101	96	96	78	86	88	84	103	109
COc1ccc(-c2cc(-c3cc(OC)ccc3O)[nH]c(=O)c2C#N)cc1	81	81	81	72	64	27	38	64	119
C=CCOc1ccc2c(c1)CC=C1[C@@H]2CC[C@]2(C)C(=O)/C(=N/O)C[C@@H]12	73	54	55	97	91	108	97	121	51
CCOC(=O)c1cc(-c2ccc(Cl)cc2)[nH]c1NNC(=O)Cc1ccc(OC)cc1	95	93	92	24	95	83	78	101	70
N#C/C(=C\c1cc(Cl)cc(Cl)c1O)c1nc2ccccc2[nH]1	98	102	97	73	105	102	108	93	103
O=c1[nH]nc2c(Cc3ccccc3)nc3ccccc3n12	.	98	116	104	100	111	71	109	106
COc1ccc(NC(=O)CN2CCN(c3nc(-c4ccc(C)cc4)nc4ccccc34)CC2)cc1	103	73	91	92	88	95	63	94	94
CCCN(c1ccc(Cl)cc1)c1nc(-c2ccc(Br)cc2)cs1	91	126	100	86	109	105	105	98	107
O=C1Nc2ccccc2/C1=C\c1cccc(/C=C2/C(=O)Nc3ccccc32)n1	12	.	-100*	-67*	-6.1*	-90*	-78*	-89*	-70*
OC1C2CCC(C2)C1CN1CCOCC1 (centres undefined)	112	117	101	133	111	132	102	103	112
O=C(Nc1ncccc1OCc1cccc(Cl)c1)NC12CC3CC(CC(C3)C1)C2	89	117	92	98	93	93	125	98	85
C[C@@]1(Cl)CCO[C@@H](/C=C/c2ccccc2)C1	99	105	.	107	98	106	87	97	99
Clc1ccc(-c2nnc(-c3nc4ccccc4nc3Cl)o2)cc1	114	110	95	105	107	117	114	117	103
O=C(O)c1ccncc1	110	117	101	107	106	115	92	102	100
Cc1nc2ccc(Nc3nc(NCCO)nc(Nc4ccc(F)cc4)n3)cc2n1Cc1ccccc1	113	74	95	116	82	97	75	105	96
COC(=O)[C@]1(C)CCC[C@]2(C)[C@H]3C[C@H]4[C@H]5[C@@H]6C/C(=C\c7ccco7)C(=O)[C@H]5[C@@]3(CC[C@H]21)C[C@@]4(C(C)C)O6	86	109	82	72	91	96	131	77	99
CC(=O)c1ccc(NC(=O)CS(=O)(=O)c2ccc(C)cc2)cc1	97	106	97	103	100	111	110	101	104
Cc1ccc(O)c(NC(=O)c2ccccc2Nc2ccnc(C(F)(F)F)c2)c1	84	108	86	75	98	104	95	90	109
COc1ccc2c(c1)C/C(=C\c1cc(-c3ccc4c(c3)OCO4)n[nH]1)C2=O	91	96	83	99	.	71	86	96	98
COc1ccc(/C=C/c2c(C(=O)/C=C/c3ccc(F)cc3)c(C)nc3ccccc23)cc1	56	55	49	39	41	37	77	76	51
C=C(C)C(C(=O)OCC)C(=O)OCC	109	102	109	93	105	109	.	98	99
COc1ccccc1N1CCN(C2=C(Cl)C(=O)C(C)=C(C)C2=O)CC1	97	153	106	99	97	114	101	106	109
COc1cc(NC(=O)c2cccc(-n3cc(-c4ccc(NC(C)=O)nc4)nn3)c2)cc(OC)c1OC	118	147	99	115	102	131	204	90	105
COc1ccc(-c2nnc(CSc3nc(-c4ccc(F)cc4)c(C#N)c(=O)[nH]3)o2)cc1	98	105	103	103	99	106	89	84	109
COc1ccc(OC)c(/C=C/C(=O)c2cc(C(=O)/C=C/c3cc(OC)ccc3OC)n3cccc(C)c23)c1	103	.	94	102	101	103	111	113	109
CCOC(=O)CCC(NC(=O)c1ccc([N+](=O)[O-])cc1)C(=O)OCC (centres undefined)	123	114	100	113	101	119	120	107	121
CC(COc1ccccc1Cl)OC(=O)C(C)C (centres undefined)	108	118	103	109	91	110	106	74	106
O=C(COc1ccc(NC(=O)Nc2ccc(Cl)cc2)cc1)N/N=C/c1ccccc1O	99	102	106	107	100	117	91	94	94
CN(Cc1ccccc1)c1nc(Cl)c(C2CC(c3ccccc3)=NN2C=O)s1 (centres undefined)	84	95	94	88	92	106	86	103	97
CC[C@H](C)OC(=O)c1nn(C(C)=O)c2ccccc12	107	118	110	110	100	112	93	113	105
COc1ccc(-n2nc(C(N)=O)nc2-c2cc(OC)c(OC)c(OC)c2)cc1	109	.	97	100	93	110	95	.	112
CN1CCN(Cc2nnc(CCC(=O)c3nc4ccc([N+](=O)[O-])cc4[nH]3)o2)CC1	103	112	103	107	105	103	105	89	109
CS(=O)(=O)Nc1ccc(C(=O)NC(C(=O)NO)c2ccc(N3CCC(F)CC3)cc2)cc1 (centres undefined)	108	113	95	105	107	107	98	.	85
Cc1cc(O)c(C(C)C)cc1NC(=O)Nc1cc(Cl)ccc1Cl	96	106	87	98	98	94	.	85	103
COc1ccc(-c2cnc(SCC(=O)Nc3ccc(-c4nc5ccccc5s4)cc3)n2-c2ccc(OC)cc2)cc1	111	121	111	91	105	109	108	111	99
Clc1ccc(C=Nc2ccc3c(c2)Cc2ccccc2-3)cc1	112	108	106	108	107	100	99	111	110
COc1c(F)cccc1/C=C/C(=O)/C=C(O)/C=C/c1cccc(F)c1OC	92	100	99	97	87	115	122	122	103
C1CCC(C2CCCC2)CC1	111	114	104	108	105	104	101	104	102
c1ccc2c(c1)oc1c3c(ccc12)NCCC3	94	107	101	99	98	103	77	107	102
COc1cc(-c2nn(-c3ccc(Cl)cc3)cc2CO)ccc1O	89	117	.	103	112	112	99	121	106
O=C(O)CCC(=O)Nc1ccccc1C(F)(F)F	106	103	102	101	108	103	108	100	114
CCOC(=O)/C(C#N)=C/c1ccccc1OC	93	.	100	115	101	119	102	129	103

# New compounds follow:
molecule	OVCAR-4	RXF 393	ACHN	IGROV1	OVCAR-8	OVCAR-3	A498	SK-OV-3	OVCAR-5
COC(=O)[C@@]1(CCSC)N[C@H](c2ccc(C)s2)[C@@H]2C(=O)N(c3ccc(Cl)cc3)C(=O)[C@@H]21	90	97	100	105	99	108	77	100	89
NS(=O)(=O)c1ccc(NCc2nc3ccccc3c(=O)[nH]2)cc1	91	104	90	100	95	103	91	98	96
O=C1Nc2ccccc2/C1=C/c1c(-c2ccccc2)nc2ncccn12	107	107	88	82	95	106	59	106	82
O=C(COc1c(Cl)c(Cl)c(Cl)c(Cl)c1Cl)Nc1cccc(Cl)c1	93	91	88	88	100	94	85	88	97
Cc1ccc(Cl)cc1NC(=O)OCCCl	104	114	103	101	112	113	94	100	92
OC1CC2COCC2CC1O (centres undefined)	89	118	95	105	100	111	104	96	89
CC1=C2CC/C(C)=C/CC[C@@]3(C)OC3CC/C(C)=C/[C@@H]2OC1 (some centres undefined)	103	127	102	110	95	125	92	100	95
Cc1cc(C)c2c(n1)sc1c2[nH]c(=O)c2nnn(-c3ccccc3)c21	109	.	108	104	103	108	109	100	110
Cc1ccc(OCC(COc2ccc(C)cc2)OCCN(C)C)cc1	101	.	96	95	96	96	68	109	98
CN1C(=O)/C(=C/c2cccs2)c2ccccc21	87	101	98	76	102	94	113	97	94
CCOC(=O)C[n+]1ccc(C(=O)c2cc3ccccc3[nH]2)cc1	99	92	90	107	114	103	105	97	94
Cc1cc(C)cc(C(=O)c2cc(Cl)ccc2OCCn2c(=O)ccn(CCOc3ccc(C#N)cc3)c2=O)c1	58	63	62	61	67	79	53	85	87
CCOC(=O)C1C(=O)C(=O)N(C2CCCCC2)C1C(=O)OCC (centres undefined)	100	103	95	.	120	109	.	99	96
CC/C(=C(\c1ccc(OCCN2CCCCCC2)cc1)c1ccc(OC(=O)C2CCCCC2)cc1)c1ccc(OC)cc1	96	92	99	111	97	105	80	101	90
CCOc1cc2ncc(C#N)c(Nc3ccc(OCc4cccc(F)c4)c(Cl)c3)c2cc1NC(=O)CC1CCSS1 (centres undefined)	-33*	50	60	-2.6*	44	37	64	-94*	84
CC1(C)C2CC=C(/C=N\N=C\C3=CCC4CC3C4(C)C)C1C2	101	101	105	101	104	101	102	106	101
CN(C)CC/C=C1\c2ccccc2CN(C)c2ccccc21	105	107	104	.	111	111	118	103	106
Cc1cc(N=NC(N)=S)c2ccccc2c1O	77	113	78	99	96	101	94	96	90
NOCc1ccc(CON)cc1	114	100	104	102	101	97	113	108	105
Cc1cc2c(c(C)c1Cl)C(=O)/C(=C/c1ccccc1)O2	83	112	90	70	98	97	99	.	113

# The final 2 compounds of the part above open the next one.
molecule	OVCAR-4	RXF 393	ACHN	IGROV1	OVCAR-8	OVCAR-3	A498	SK-OV-3	OVCAR-5
NOCc1ccc(CON)cc1	114	100	104	102	101	97	113	108	105
Cc1cc2c(c(C)c1Cl)C(=O)/C(=C/c1ccccc1)O2	83	112	90	70	98	97	99	.	113
COc1ccc2sc(C(=O)NCc3cccc(F)c3)cc2c1	95	110	87	96	92	89	77	88	97
COc1cc2nc(Cl)nc(Nc3cccc(C(=O)/C=C/c4ccc(Cl)cc4)c3)c2cc1OC	71	63	56	68	79	49	77	89	86
O=C(CSc1nc2ccccc2c(=O)n1-c1ccccc1)Nc1ccc(S(=O)(=O)NC(=O)Nc2ccccc2)cc1	100	95	98	91	98	104	70	.	96
Cc1ccc(C)c(/C=C2\CN(C(=O)OC(C)(C)C)C/C(=C\c3cc(C)ccc3C)C2=O)c1	22	91	16	78	13	13	73	88	86
Cc1cc2nc3ccc(=[N+](C)C)cc-3sc2cc1N	8.1*	36&52	9.4*	-56*!	7.3*	-44*	65&75	8.6*!	-0.4*
O=C1CSC(=Nc2ccccc2F)N1c1ccccc1F	103	108	102	88	100	109	94	97	113
CCNC(=O)Oc1ccc(/C(=C(/C)c2ccc(Cl)cc2)c2ccc(OCCN(C)C)cc2)cc1	72	56	91	64	88	78	.	94	85

# As entered above.
# `Cc1cc2nc3ccc(=[N+](C)C)cc-3sc2cc1N` – IGROV1: -56*!
# `O=C1CSC(=Nc2ccccc2F)N1c1ccccc1F` – OVCAR-8: 100
